HRas wt GTP bind = modulators of GTP binding to HRas wildtype, primary screen, biochemical, bead-based flow cytometry, multiplex | GTP binding activity, % at 10 µM | GST-Ras wt beads, Bodipy-FL-GTP binding; actives lie on both sides | 190,000 tested, 0.14% active | GTPase HRas (Homo sapiens), P01112;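 active means GTP binding activity at least 20% away from the 100% baseline, either lowered as inhibitor or raised as activator; inconclusive means flagged as likely green fluorescent, judged across all proteins in the well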;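 further: 0% = unlabeled GTP competition control and 100% = no-compound control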
Target sequence (P01112 whole entry, looked up): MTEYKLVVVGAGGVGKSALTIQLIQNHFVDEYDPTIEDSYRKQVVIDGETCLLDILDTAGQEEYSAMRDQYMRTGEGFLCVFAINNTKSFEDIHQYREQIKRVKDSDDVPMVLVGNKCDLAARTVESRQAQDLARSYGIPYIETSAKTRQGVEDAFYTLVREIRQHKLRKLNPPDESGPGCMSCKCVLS
Avidin bead fluor = green autofluorescence of compounds with avidin beads – biophysical, 488/530 nm, flow cytometry, artefact control, profiling panel; compound fluorescence 488/530 nm; stronger effect = higher value; fluorescence (KMESF) at 10 µM; 220,000 tested, 0.38% active; AID 1775, 2009; in the data active means fluorescence above about 47; further: inactives centre near 10
Rac1 wt modul = wildtype Rac1 GTP binding modulators, primary screen, biochemical, GST-Rac1 beads, flow cytometry, multiplex; Ras-related C3 botulinum toxin substrate 1 (Homo sapiens), P63000; fluorescent GTP binding; actives lie on both sides; 0 = cold GTP competed, 100 = untreated; GTP binding activity (% of control), % at 10 µM; 190,000 tested, 0.27% active;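 active means GTP binding activity at least 20 points away from the 100% control level, either lower or higher; inconclusive means compound flagged as likely green fluorescent, judged across all proteins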
Pf gamet viab = late stage P. falciparum gametocyte viability inhibitors, primary screen, ATP luminescence, HTS. P. falciparum stage V gametocytes, 24 h. inhibition, % at 10.9 µM. 150,000 tested, 0.065% active. AID 743093, 2013;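 active means inhibition above the mean plus 3 SD of compounds within the control limits, set per campaign, cut at about 38% in these data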;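 further: 0% = DMSO wells and 100% = medium only without gametocytes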
Cdc42 wt GTP = modulators of GTP binding to wildtype Cdc42, primary screen, biochemical, multiplex bead flow cytometry, Bodipy-GTP. Cell division control protein 42 homolog (Homo sapiens), P60953. GST-Cdc42 beads; actives lie on both sides. percent activity (GTP binding), % at 10 µM. 190,000 tested, 0.2% active. AID 761, 2007;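 active means percent activity GTP binding at least 20 points away from the 100% baseline, either down as inhibitor or up as activator; inconclusive means compound flagged as likely green fluorescent from well-wide comparison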;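 further: median bead fluorescence of bound Bodipy-FL-GTP at 100 nM; 0% = excess unlabeled GTP control and 100% = no compound control; below 100% means less GTP binding so inhibitor and above means activator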
Target sequence (P60953 whole entry, looked up): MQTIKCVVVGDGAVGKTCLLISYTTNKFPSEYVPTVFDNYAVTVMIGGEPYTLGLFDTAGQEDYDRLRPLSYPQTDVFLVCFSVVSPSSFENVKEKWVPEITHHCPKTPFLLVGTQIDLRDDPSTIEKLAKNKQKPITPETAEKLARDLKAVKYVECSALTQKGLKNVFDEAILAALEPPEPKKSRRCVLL
GSH fluor = compound fluorescence on glutathione beads, profiling panel, artefact control, biophysical, 488/530 nm, flow cytometry. GSH beads flow cytometry, compound fluorescence 488/530 nm; stronger effect = higher value. fluorescence (KMESF) at 10 µM. 190,000 tested, 0.25% active; in the data active means fluorescence above about 89;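 further: glutathione beads carrying GST-tagged Bcl family fusion proteins plus one bare bead set; values are compound well signal with DMSO vehicle wells as background; inactives centre near 16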
Rab7 wt GTP bind = modulators of GTP binding to Rab7, primary screen, biochemical, wildtype, multiplex bead flow cytometry; Rab7 GTPase wild type (dog), Bodipy-FL-GTP binding; GST-Rab7 beads, fluorescent GTP binding; actives lie on both sides; untreated = 100%, excess cold GTP = 0%; GTP binding activity (percent of control), % at 10 µM; 190,000 tested, 0.055% active; AID 758, 2007;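 active means fluorescent GTP binding to Rab7 beads changed by at least 20 points from the 100% baseline, either direction, mostly lower; inconclusive means compound itself probably fluorescent, or too few beads counted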;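 further: median green fluorescence of bound Bodipy-FL-GTP per Rab7 bead population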
Rac1 act GTP bind = GTP binding modulators of activated mutant Rac1, primary screen, biochemical, bead-based flow cytometry, multiplex, fluorescent GTP; Ras-related C3 botulinum toxin substrate 1 (Homo sapiens), P63000; GST-Rac1 activated beads; actives lie on both sides; 100% means binding = to untreated wells; percent activity (GTP binding), % at 10 µM; 190,000 tested, 0.11% active;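 active means GTP binding at least 20 percentage points away from the 100% baseline, in either direction, so actives lie on both sides; inconclusive means Compound likely fluorescent itself, or too few beads counted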
Mcl1-Bid inh = Mcl-1/Bid binding inhibitors, primary screen, biochemical, TR-FRET, 1536-well | AID 1021, 2008 | 220,000 tested, 0.97% active | TR-FRET Mcl-1/Bid-Dy647 peptide binding | inhibition, % at 21.7 µM;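 active means compounds that cut the binding signal by more than half at the single screening dose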;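 further: His-tagged Mcl-1 with europium anti-His antibody binding Bid BH3 peptide; 0% = Mcl-1 plus peptide wells and 100% = peptide-only wells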
Target sequence (Q07820 whole entry, looked up): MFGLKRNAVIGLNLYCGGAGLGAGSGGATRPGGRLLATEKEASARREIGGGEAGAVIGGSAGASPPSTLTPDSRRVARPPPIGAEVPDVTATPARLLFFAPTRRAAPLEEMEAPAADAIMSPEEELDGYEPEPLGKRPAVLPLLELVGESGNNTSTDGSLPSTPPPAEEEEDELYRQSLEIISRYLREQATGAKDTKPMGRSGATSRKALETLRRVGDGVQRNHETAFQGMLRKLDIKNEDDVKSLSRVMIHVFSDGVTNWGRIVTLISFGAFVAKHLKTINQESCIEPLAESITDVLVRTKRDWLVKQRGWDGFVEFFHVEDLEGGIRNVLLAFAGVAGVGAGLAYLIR
Rab2A wt mod = modulators of GTP binding to Rab2A wildtype, primary screen, biochemical, dog, bead-based flow cytometry, multiplex | Ras-related protein Rab-2A (Canis lupus familiaris), P61105 | GST-Rab2 wt beads, Bodipy-GTP binding | GTP binding activity, % at 10 µM | 190,000 tested, 0.19% active;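 active means GTP binding activity at least 20 points away from 100%, either lowered or raised; inconclusive means signal likely due to the compound's own green fluorescence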;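 further: 0% = beads with excess unlabeled GTP and 100% = no-compound control corrected for plate trend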
Mcl1-Noxa inh = Mcl-1/Noxa binding inhibitors, primary screen, biochemical, TR-FRET, 1536-well. Induced myeloid leukemia cell differentiation protein Mcl-1 (Homo sapiens), Q07820. TR-FRET Mcl-1/Noxa peptide binding, 2 h. inhibition, % at 21.7 µM. 220,000 tested, 1.5% active;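 active means compounds that cut the protein-peptide binding signal by more than 50% relative to plate controls in a single-dose test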;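 further: His-tagged Mcl-1 with rhodamine Noxa BH3 peptide and terbium anti-His antibody; 0% = Mcl-1 plus Noxa peptide wells and 100% = peptide-only wells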
Numbers without * were called inactive; ? = inconclusive; nt = no result given.

| smiles | HRas wt GTP bind | Avidin bead fluor | Rac1 wt modul | Pf gamet viab | Cdc42 wt GTP | GSH fluor | Rab7 wt GTP bind | Rac1 act GTP bind | Mcl1-Bid inh | Rab2A wt mod | Mcl1-Noxa inh |
| --- | --- | --- | --- | --- | --- | --- | --- | --- | --- | --- | --- |
| Cc1ccc(C(=O)COC(=O)CCCC(=O)NC2CCCCC2)cc1[N+](=O)[O-] | 98 | 11 | 101 | nt | 98 | 6 | 96 | 97 | -5 | 97 | 18 |
| Cc1ccccc1Nc1nc(Cl)c(C=O)s1 | 98 | 7 | 99 | 10 | 98 | 23 | 97 | 95 | -15 | 101 | 1 |
| CC(C)(C)C(=O)O/N=C1/C(=O)N(c2ccccc2)c2ccccc21 | 101 | 8 | 99 | 14 | 104 | 18 | 94 | 99 | -15 | 100 | 0 |
| COc1ccc(CNC(=O)CSCc2cnn(-c3ccccc3)c2-n2cccc2)cc1 | 95 | 19 | 95 | 12 | 93 | 11 | 90 | 95 | -19 | 94 | -9 |
| COc1ccc(-n2c(Cc3cc(=O)[nH]c(=O)[nH]3)nnc2SCc2ccccc2)cc1 | 101 | 8 | 108 | nt | 107 | 14 | 100 | 101 | 2 | 103 | 5 |
| O=C1/C(=C/c2ccc([N+](=O)[O-])cc2)C=C(c2ccccc2)N1c1ccccc1 | 99 | 35 | 101 | nt | 102 | 13 | 97 | 95 | -6 | 96 | 3 |
| Cc1nc([N+](=O)[O-])cn1-c1ccc(N)cc1 | 99 | 13 | 103 | 8 | 99 | 12 | 95 | 100 | 8 | 98 | 18 |
| O=C(Cn1cnc2cc([N+](=O)[O-])ccc2c1=O)NCc1ccccc1 | ? | 6 | ? | -13 | ? | 15 | ? | ? | -46 | ? | 34 |
| Cc1ccc(C)n1NC(=O)c1ccccc1Cl | 99 | 13 | 91 | 7 | 97 | 27 | 98 | 91 | -18 | 96 | 14 |
| O=C(NNCC(O)COc1ccccc1)c1ccccc1 (stereo not given) | 103 | 10 | 105 | nt | 99 | 12 | 106 | 100 | -4 | 101 | -3 |
| COc1cc2c(cc1OC)CN(CC(=O)Nc1ccc(C#N)cc1)CC2 | 102 | 8 | 104 | -82 | 102 | 16 | 99 | 99 | 98* | 100 | 6 |
| CCCCn1c(=O)c(C(=O)OCC)c(O)c2ccccc21 | 102 | 9 | 101 | 13 | 103 | 20 | 98 | 100 | -4 | 102 | 9 |
| Cc1ccc2nsnc2c1NC(=O)c1ccccc1[N+](=O)[O-] | ? | 5 | ? | nt | ? | 14 | ? | ? | -18 | ? | 2 |
| Cc1nn(C(=O)c2cccnc2)c(C)c1C | 101 | 8 | 107 | 8 | 98 | 12 | 102 | 99 | -2 | 101 | 7 |
| COC(=O)c1cn(C(=O)OC)c2ccccc12 | 100 | 38 | 105 | nt | 102 | 17 | 99 | 100 | -1 | 103 | 18 |
| O=C(NC1CCCCC1)NC1CC2CCCC(C1)N2C1CCCC1 (stereo not given) | 105 | 8 | 104 | nt | 104 | 30 | 101 | 99 | 0 | 101 | 19 |
| Cc1nnc(NC(=O)Nc2cccc(Cl)c2)s1 | 106 | 19 | 105 | 12 | 109 | 30 | 101 | 100 | -38 | 105 | -9 |
| CN(C)CCOc1ccccc1C(C)(C)C | 100 | 17 | 103 | nt | 101 | 34 | 99 | 99 | 63* | 100 | 33 |
| C=CCOC(=O)C1=C(C)Nc2ncnn2C1c1cccs1 (stereo not given) | 97 | 8 | 99 | nt | 96 | 34 | 96 | 98 | -24 | 94 | -1 |
| COC(=O)c1sc(NC(=O)c2ccoc2C)nc1C | 100 | 7 | 102 | 5 | 104 | 62 | 95 | 101 | -14 | 100 | 8 |
| COc1ccc(CNC(=O)c2csc(Cc3ccc(OC)cc3)n2)cc1 | 102 | 10 | 104 | 15 | 96 | 59 | 102 | 93 | -32 | 99 | -12 |
| Cc1sc(NC(=O)c2ccco2)c(C(c2ccncc2)N2CCOCC2)c1C (stereo not given) | ? | 14 | ? | 16 | ? | 17 | ? | ? | -39 | ? | 1 |
| CN(C)c1ccc(P(=O)(OCc2ccccc2)C(O)c2cccnc2)cc1 (stereo not given) | 100 | 14 | 98 | 4 | 98 | 9 | 104 | 98 | -67 | 101 | 7 |
| COc1ccc(NC(=O)C(NC(=O)CNC(C)=O)c2ccc(C)cc2)cc1 (stereo not given) | 95 | 6 | 105 | nt | 96 | 44 | 97 | 100 | -6 | 97 | 11 |
| COc1ccc(NC(=O)C2CC(=O)N(c3cccc(C)c3C)C2)cc1 (stereo not given) | 105 | 11 | 102 | 7 | 102 | 20 | 103 | 99 | -16 | 104 | 12 |
| COc1ccc(OCC(O)Cn2c(Br)nc3c2c(=O)[nH]c(=O)n3C)cc1 (stereo not given) | 102 | 10 | 101 | nt | 103 | 23 | 101 | 99 | -10 | 101 | 8 |
| CC(=O)Nc1ccc(NC(=O)c2ccc(NS(=O)(=O)c3cc(C(C)(C)C)ccc3C)cc2)cc1 | 95 | 11 | 95 | 1 | 92 | 10 | 100 | 89 | -13 | 94 | 13 |
| CCCC(=O)n1nc(-c2ccco2)nc1N | 102 | 14 | 99 | nt | 100 | 65 | 98 | 99 | -7 | 101 | -2 |
| C/C(=C\C(=O)c1ccc(Br)cc1)NCc1ccc(C)cc1 | 94 | 9 | 96 | 18 | 95 | 18 | 93 | 92 | -3 | 92 | 14 |
| C=CCn1c(N)c(C(=O)NCC2CCCO2)c2nc3ccccc3nc21 (stereo not given) | 94 | 32 | 94 | nt | 95 | 13 | 97 | 94 | 5 | 95 | 13 |
| O=[N+]([O-])c1ccc(S(=O)(=O)NCC(c2cccnc2)N2CCOCC2)cc1 (stereo not given) | 95 | 7 | 100 | 11 | 95 | 13 | 94 | 97 | -3 | 95 | 11 |
| CCCC(=O)Nc1cccc(S(=O)(=O)N(C)c2ccccc2)c1 | 101 | 3 | 104 | 8 | 100 | 8 | 98 | 103 | -30 | 102 | -6 |
| CCn1c(COc2ccccc2C)nnc1SCC(=O)CC(=O)Nc1ccccc1 | 97 | 24 | 101 | -18 | 95 | 24 | 98 | 95 | -16 | 97 | 1 |
| C#CCN(CC=C)C(=O)CCc1nnc(COc2ccccc2)o1 | 97 | 10 | 101 | 19 | 98 | 8 | 97 | 95 | -1 | 98 | -1 |
| OCCN1CCN(c2ncnc3ccc(Br)cc23)CC1 | 98 | 8 | 103 | nt | 99 | 18 | 100 | 98 | -9 | 97 | 8 |
| COCCNC(=O)CN1C(=O)COc2ccc(Cl)cc21 | 99 | 8 | 100 | nt | 100 | 13 | 97 | 98 | 8 | 98 | 16 |
| O=C(CSc1nnc(-c2ccncc2)n1-c1ccc(F)cc1)NNC(=O)c1cccc(O)c1 | 97 | 3 | 103 | -10 | 98 | 10 | 101 | 97 | -4 | 97 | 3 |
| O=C(c1cc2c(F)cccc2s1)N1CCCC1 | 101 | 9 | 101 | -13 | 100 | 11 | 108 | 97 | -35 | 101 | 0 |
| Cc1cnn(-c2ccc3nnc(-c4ccc(Cl)cc4)n3n2)c1 | 106 | 7 | 104 | -5 | 106 | 18 | 99 | 102 | -46 | 107 | 19 |
| O=C(Cc1cccs1)NCc1cccs1 | 96 | 11 | 99 | nt | 96 | 30 | 97 | 95 | -22 | 98 | 5 |
| COc1ccc(C2(O)CCN(CCCCOc3ccccc3)CC2)cc1 | 98 | 27 | 97 | -2 | 100 | 12 | 95 | 95 | -30 | 96 | 4 |
| COc1ccc(C2CC(O)(C(C)(C)O)NO2)cc1 (stereo not given) | 96 | 40 | 94 | nt | 98 | 13 | 95 | 96 | -9 | 95 | -3 |
| CCOC(=O)CS(=O)(=O)CC(=O)Nc1ccc([N+](=O)[O-])cc1OC | 100 | 11 | 97 | -10 | 101 | 13 | 98 | 97 | 10 | 99 | 0 |
| COC(=O)c1ccccc1NC(=O)N1CCN(C/C=C/c2ccccc2)CC1 | 99 | 38 | 98 | 4 | 98 | 14 | 98 | 97 | -8 | 97 | 16 |
| O=C1CCCN1c1cccc(Br)c1 | 98 | 4 | 102 | nt | 99 | 10 | 96 | 97 | -16 | 99 | -8 |
| O=C(NCCc1ccccc1)C(=Cc1ccc(C(=O)O)cc1)C(=O)NCCc1ccccc1 | 97 | 8 | 100 | -19 | 100 | 13 | 104 | 95 | -2 | 101 | -5 |
| O=C1CC(C2CCCO2)C(=O)N1c1ccccc1 (stereo not given) | 101 | 25 | 107 | nt | 99 | 24 | 98 | 99 | -5 | 101 | -5 |
| Cc1cc(N)n(-c2ccc(C(=O)O)cc2)n1 | 95 | 6 | 99 | 7 | 95 | 22 | 97 | 95 | -19 | 94 | 28 |
| CCOc1ccc(NC(=O)c2ccc(NC(=O)c3cn4c5c(c(N6CCN(C)CC6)c(F)cc5c3=O)OCC4C)cc2)cc1 (stereo not given) | 101 | 2 | 111 | -14 | 106 | 37 | 91 | 102 | -113 | 100 | -36 |
| CNC(=O)c1csc(-c2ccccc2)n1 | 101 | 7 | 101 | 16 | 99 | 16 | 102 | 99 | -25 | 101 | 10 |
| CCNC(=O)c1ccc(OCC(=O)Nc2ccc(F)cc2)c(OC)c1 | 93 | 6 | 91 | -2 | 92 | 14 | 102 | 94 | 9 | 94 | 17 |
| CCCNC(=O)c1nn2cc(Br)cnc2c1Cl | 96 | 3 | 98 | 2 | 95 | 12 | 99 | 97 | -26 | 96 | 5 |
| CCOC(=O)c1nnn(-c2ccc([N+](=O)[O-])cc2)c1C | 96 | 17 | 97 | nt | 96 | 8 | 93 | 95 | -17 | 97 | -3 |
| COCC(=O)NC1CCN(CC(=O)Nc2ccc(OC)cc2[N+](=O)[O-])CC1 | 103 | 8 | 105 | nt | 105 | 12 | 104 | 102 | -37 | 104 | 10 |
| CCC(Sc1nc(=O)cc(N)n1-c1ccccc1)C(=O)Nc1cc(C)on1 (stereo not given) | 103 | 7 | 103 | nt | 104 | 19 | 102 | 101 | -9 | 105 | -3 |

Source: PubChem (several laboratories)
